Autophagy mod: modulators of autophagy | 0.98% of 190,000 active | calls only at 10 µM (by protocol) | MEF GFP-LC3 puncta imaging; test concentration mostly 10 µM | AID 463193;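 active means percentage of spot-positive cells more than 3 SD above its plate mean, without a fluorescence outlier flag or 80% toxicity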;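 further: spot-positive cell cutoff set from DMSO-treated cells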
RSV CPE inhibition: RSV antiviral activity via CPE protection, HEp-2 cells, primary 10 µM value included (AID 2391); HEp-2 cells, RSV-induced CPE inhibition; higher % means a stronger effect; CPE inhibition, % at 10 µM, or IC50 in µM where a hit was titrated; 0.13% of 310,000 active; in the data active means a potency from the dose series; further: strong numbers were not always called active
GPR35 antagonists: GPR35 antagonists blocking zaprinast-driven arrestin recruitment, primary screen, imaging, U2OS, beta-arrestin-GFP, zaprinast agonist (AID 2058); U2OS GPR35 beta-arrestin-GFP translocation imaging, zaprinast antagonism; higher % means a stronger effect; inhibition, % at 10 µM; hits with a dose series show IC50 in µM; 0.052% of 290,000 active;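 active means inhibition of at least 50% with at least 30 cells and total cytoplasm GFP at most 10,000,000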
NTR1 agonist: agonists of NTR1, primary screen, imaging, U2OS cells, beta-arrestin-GFP, high content (AID 493036) | NTR1-U2OS beta-arrestin-GFP spot imaging, agonist mode | activation, % at 20 µM | 0.17% of 330,000 active;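 active means activation at or above 40% of the spot to cytoplasm intensity ratio, with at least 20 cells analyzed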;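 further: 0% = DMSO without peptide and 100% = 100 nM NTR1 peptide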
Target sequence (P30989 whole entry, looked up): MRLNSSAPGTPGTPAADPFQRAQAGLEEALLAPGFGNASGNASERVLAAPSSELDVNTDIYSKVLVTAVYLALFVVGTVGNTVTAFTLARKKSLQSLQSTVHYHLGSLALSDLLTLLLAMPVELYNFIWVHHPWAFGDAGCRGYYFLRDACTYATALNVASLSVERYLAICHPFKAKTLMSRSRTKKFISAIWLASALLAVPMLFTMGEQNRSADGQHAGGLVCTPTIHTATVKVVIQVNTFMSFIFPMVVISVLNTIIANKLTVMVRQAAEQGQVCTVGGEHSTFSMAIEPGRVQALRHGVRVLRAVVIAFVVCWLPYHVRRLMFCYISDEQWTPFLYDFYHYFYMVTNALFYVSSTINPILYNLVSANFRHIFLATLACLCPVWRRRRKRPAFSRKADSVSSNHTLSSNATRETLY
K1F lysis inhibition: inhibition of K1F phage lysis, E. coli UTI89, bacterial capsule biogenesis inhibitors, alamar blue (AID 488966). E. coli UTI89 K1F phage lysis, alamar blue, 2 h; higher % means a stronger effect. one-dose inhibition, % at 100 µM; IC50 in µM for titrated hits. 0.02% of 340,000 active;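 active means phage lysis inhibition, versus mean bacterial control, above a set limit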;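 further: capsule biogenesis inhibitors block K1F phage lysis so surviving cells raise fluorescence; higher fluorescence means more inhibition of phage lysis; actives were called in the ten point dose series up to 300 µM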
LYP inhibition: inhibitors of LYP phosphatase, biochemical, fluorescence intensity, uHTS (AID 1779). recombinant LYP phosphatase, fluorescence intensity; higher % means a stronger effect. inhibition, % at 11.5 µM, or IC50 in µM where a hit was titrated. 0.054% of 290,000 active; in the data active means inhibition above about 50%;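 further: plate controls were vehicle with enzyme for no effect and no enzyme for full effect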
WT yeast gro inh: growth inhibition of WT yeast, mitochondrial fusion screen; mitochondrial fusion phenotypic screen, WT strain; inhibition, % at 10 µM; 2.1% of 190,000 active; in the data active means inhibition above about 58%; tested in S. cerevisiae
Dengue-2 NS5 capping: flavivirus cap methylation enzyme inhibition – biochemical, confirmation dose response, primary screen (AID 588689). inhibition, % at 25 µM, or IC50 in µM where a hit was titrated. 0.3% of 340,000 active. Dengue-2 NS5 methyltransferase capping enzyme assay, biochemical; higher % means a stronger effect; in the data active means a potency from the dose series
AID2073: inhibitors of Mint1-CaV2.2 protein interaction, biochemical, HTRF (AID 2073); HTRF protein-protein interaction, Mint1-CaV2.2; higher % means a stronger effect; inhibition, % at 20 µM, or IC50 in µM where a hit was titrated; 0.19% of 290,000 active; in the data active means inhibition mostly above about 51%, no sharp cut-off; further: some results filed as inactive read as strong as hits
WT yeast gro inh mutant strain: recorded beside WT yeast gro inh, whose call it bears; inhibition, %; mitochondrial fusion phenotypic screen, mutant strain inhibition
Autophagy mod cell loss 18 h: second read-out of Autophagy mod, no call of its own (marks repeat the call); toxicity, %; measured here: cell loss, nuclei count;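 cell loss after 18 h compound exposure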
NTR1 agonist cell count 20 µM: further read-out of NTR1 agonist, marked with its call; cell count; measured here: cell count, cytotoxicity flag
Dengue-2 NS5 capping pilot replicate: second read-out of Dengue-2 NS5 capping, no call of its own (marks repeat the call); inhibition, %; measured here: pilot screen replicate inhibition
Starred values were filed as active, the others as inactive; i = inactive; nt = not tested or not shown; [ ] = remark or other dose.

SMILES	Autophagy mod	Autophagy mod cell loss 18 h	RSV CPE inhibition	GPR35 antagonists	NTR1 agonist	NTR1 agonist cell count 20 µM	K1F lysis inhibition	LYP inhibition	WT yeast gro inh	WT yeast gro inh mutant strain	Dengue-2 NS5 capping	AID2073	others
COC(=O)C/C(N)=C(\C#N)C(=O)OC	nt	nt	0.9%	-5.0%	1.5	29	0.6%	-4.7%	nt	nt	-12.3%	11.0%
CCOc1ccc(S(=O)(=O)Nc2cccc(C(=O)N3CCN(c4cccc(OC)c4)CC3)c2)cc1	nt	nt	11.8%	nt	0.7	67	0.8%[50 µM]	nt	nt	nt	0.7%	nt
CSc1nc2nc(-c3ccccc3)cc(C(F)(F)F)n2n1	i	-3.6	3.3%	-11.4%	1.8	48	0.7%	-6.7%	7.9	10.9	-7.8%	9.3%
CCCCCN(C(=O)CCC(=O)OCC(=O)N1CCCCC1)c1c(N)n(CCCC)c(=O)[nH]c1=O	nt	nt	1.7%	9.1%	1.6	64	1.1%[50 µM]	-5.8%	nt	nt	-0.7%	4.3%
COC(=O)c1ccc(C2/C(=C(/O)c3ccc(OC)cc3)C(=O)C(=O)N2Cc2ccco2)cc1 (centres undefined)	i	6.3	0.5%	-6.7%	-1.3	50	1.0%	-7.8%	nt	nt	8.2%	0.3%
O=C(Nc1ccccc1)c1ccccc1CC[N+](=O)[O-]	i	-33.9	1.1%	-2.7%	3.2	58	0.5%	-6.2%	0.9	6.6	3.4%	9.7%
COC(=O)c1ccc(Cl)c(NC(=O)CSc2ncn[nH]2)c1	i	-4.5	-0.3%	-0.6%	-0.9	49	0.1%	1.8%	-1.1	5.2	3.4%	16.0%
Cc1ccc(N(CC(=O)NC(C)c2ccccc2)S(=O)(=O)c2c(C)n[nH]c2C)cc1 (centres undefined)	nt	nt	1.5%	-8.8%	1.6	74	0.0%	-9.3%	nt	nt	5.4%	7.6%
O=C(/C=C/c1ccccc1[N+](=O)[O-])OC1CCCCC1=O (centres undefined)	i	2.1	3.4%	-7.4%	2.2	41	-0.3%	-4.6%	12.4	-18.6	0.8%	-0.9%
C[C@@H](C(=O)O)[C@@H]1C[C@@]1(C)[C@@H](NC(=O)OCc1ccccc1)c1ccccc1	i	-2.4	3.3%	-6.8%	-1.0	98	0.7%	-2.9%	-14.5	-9.5	5.8%	3.7%
COCCNC(=O)c1c[nH]c2ccc(OC)cc2c1=O	i	13.3	0.7%	7.6%	-2.8	80	2.1%	-1.6%	18.0	25.9	-2.2%	-1.5%
CCOc1ccc2c(c1)sc(N)[n+]2Cc1cc(C)cc2cccnc12	i	45.6	9.7%	-27.7%	6.3	84	0.8%	-5.8%	53.2	41.7	1.9%	-4.9%
S=C(NCCc1ccccc1)Nc1ccccc1	nt	nt	1.8%	-10.4%	1.7	45	-0.2%	-2.4%	nt	nt	-7.6%	-14.6%
N#CCC(=O)N/N=C/c1ccc(SCC(=O)Nc2ccccc2)o1	i	1.3	-0.9%	-12.9%	-0.2	26	0.1%	-0.8%	1.7	4.9	-19.0%	9.2%
CC(C)(Oc1cccc2ccccc12)C(=O)O	i	22.0	0.7%	-3.2%	0.8	85	0.8%	-3.0%	16.9	17.4	-6.9%	-14.0%	Dengue-2 NS5 capping pilot replicate=-1.8
Cn1c(=O)c2c(nc(NCc3ccc4c(c3)OCO4)n2Cc2ccccc2Cl)n(C)c1=O	i	-2.8	-1.3%	-0.7%	4.3	71	1.7%	5.5%	22.8	29.9	-6.8%	-5.5%
Cc1noc(C)c1CSCC(=O)N1CCN(c2ccc([N+](=O)[O-])cc2)CC1	i	0.6	-2.6%	2.6%	-0.5	58	0.1%	-1.3%	-7.6	-6.8	-2.8%	2.3%
Cc1sc2ncn(CC(=O)N3CCN(c4ccc(F)cc4)CC3)c(=O)c2c1S(=O)(=O)N1CCOCC1	nt	nt	1.2%	10.2%	1.6	46	0.4%	-9.0%	nt	nt	2.4%	1.9%
CCC1(C)COC(C)(CC(=O)NNC(=O)Nc2ccccc2)OC1 (centres undefined)	i	-24.2	3.4%	10.0%	2.1	58	0.2%	-7.1%	-7.7	-18.6	0.8%	2.3%
COc1ccccc1NC(=O)COC(=O)COc1cccc2c1OC(C)(C)C2	nt	nt	-1.3%	nt	-0.7	53	1.1%[50 µM]	nt	nt	nt	-1.4%	nt
CCOC(=O)c1cnn(-c2ccccc2)c1-n1cccc1C(=O)C(=O)N(CC)CC	i	12.0	0.9%	-8.4%	-0.2	39	0.0%	2.3%	1.4	-4.4	-13.5%	-11.5%
c1ccn2c(SCc3cn4ccsc4n3)nnc2c1	i	10.6	0.4%	13.7%	-2.5	87	-0.7%	-6.3%	-1.1	-13.1	-1.6%	3.5%
Cc1c(N/C(=N/S(=O)(=O)c2ccc(F)cc2)c2ccccc2)c(=O)n(-c2ccccc2)n1C	i	29.3	1.0%	2.1%	0.7	32	-0.6%	0.2%	4.6	0.2	-10.3%	4.6%
c1cncc(CNc2cccc(-c3nc4ccccc4[nH]3)c2)c1	i	-6.7	15.3%	0.8%	-1.7	70	0.3%	-7.3%	-1.4	8.2	0.9%	-0.8%
Cc1ncsc1C(=O)N1N=C2/C(=C/c3ccc(N4CCOCC4)cc3)CCCC2C1c1ccc(N2CCOCC2)cc1 (centres undefined)	i	5.0	4.7%	12.0%	3.1	79	7.4%	-2.0%	12.2	14.9	0.8%	13.3%
COc1ccc(NC(=O)Cn2c(=O)n(-c3ccc(OC)cc3OC)c(=O)c3c(C)c(C)sc32)cc1	i	-5.3	0.3%	-7.4%	0.4	70	4.6%[50 µM]	-1.3%	-6.5	-19.2	-0.6%	6.1%
COC(=O)c1cccc(NS(=O)(=O)c2cccs2)c1C	i	-2.5	-0.9%	2.9%	nt	nt	0.3%	4.4%	16.6	15.8	2.3%	3.9%
COC(=O)c1ccc(CSc2ncnc3c2nnn3-c2ccc(F)cc2)o1	i	9.5	0.1%	0.1%	9.2	39	0.1%	-4.8%	-12.3	-0.2	0.0%	-14.3%
COCCNC(=O)Cn1nc(-c2ccccc2F)ccc1=O	nt	nt	nt	6.0%	0.0	82	0.1%	-7.6%	nt	nt	-6.6%	-0.5%	Dengue-2 NS5 capping pilot replicate=-1.5
CNc1[nH]ncc1[N+](=O)[O-]	i	-2.4	2.5%	-0.3%	-1.7	49	-0.7%	5.6%	-34.6	-2.4	0.0%	1.8%
O=C(Cc1ccccc1)N/N=C/c1ccc(Cl)cc1Cl	i	45.8	1.2%	-4.6%	9.5	66	0.0%	-1.4%	11.8	-2.8	-0.7%	12.4%
CCOC(=O)C1C(c2ccc(O)c(OCC)c2)NC(=S)NC1(O)C(F)(F)F (centres undefined)	i	17.6	2.9%	11.6%	0.8	80	3.0%	-0.5%	6.2	-5.1	-3.2%	-51.6%
COCCNc1nnc(SCC(=O)N(C)c2c(N)n(Cc3ccccc3)c(=O)[nH]c2=O)s1	nt	nt	-0.7%	nt	0.5	67	0.4%[50 µM]	nt	nt	nt	-2.2%	nt
O=c1[nH]c(/C=C/c2ccccn2)nc2ccccc12	nt	nt	12.7%	-4.1%	-0.9	104	-1.0%[50 µM]	-2.3%	nt	nt	0.7%	10.0%
CCOC(=O)c1cnc2c(c(C)nn2C)c1Oc1cc(Cl)cc(Cl)c1	nt	nt	1.8%	13.2%	4.2	49	-0.5%	-2.2%	nt	nt	4.7%	3.4%
Cc1ccc2nc(SCC(=O)NCC3CCCO3)c(C#N)cc2c1 (centres undefined)	i	-14.4	1.7%	15.1%	2.5	65	0.3%	1.3%	-7.5	-15.8	-8.9%	7.0%
COc1ccccc1OCC(=O)NN=C(Cc1ccccc1)Cc1ccccc1	i	13.8	1.1%	-8.0%	2.2	44	3.9%	3.7%	38.0	3.6	0.7%	3.5%
Cc1ccc(NC2=NC(c3ccc(F)cc3)n3c(nc(C)cc3=O)N2)cc1 (centres undefined)	nt	nt	1.9%	-10.7%	-1.5	42	0.6%	-2.7%	nt	nt	5.4%	-5.6%
Cc1ccc(CN(CC(=O)N/N=C/c2ccccc2[N+](=O)[O-])S(=O)(=O)c2ccc(C)cc2)cc1	i	-10.7	3.8%	-6.1%	6.9	49	0.5%	14.9%	-5.4	3.2	-4.1%	2.6%
O=C(CCc1ccccc1)NC(=S)Nc1ccccc1Br	i	-3.6	1.5%	-0.8%	9.4	47	-0.2%	4.8%	75.0*	28.6*	-7.9%	-4.5%
CCN(CC)c1ccc(C2=NNC(=O)CC2C)cc1[N+](=O)[O-] (centres undefined)	i	-29.6	-3.4%	-2.7%	3.1	80	-0.6%	-0.6%	-5.3	-1.0	-4.0%	-11.9%
CCOC(=O)C1=C(COC(=O)c2cc(OC)c(OC)c(OC)c2)NC(=O)NC1C (centres undefined)	nt	nt	-1.5%	nt	1.9	51	1.8%[50 µM]	nt	nt	nt	-2.2%	nt
CC(C)=CC(=O)N1CCCc2ccccc21	i	-7.2	2.6%	0.5%	1.1	43	5.4%	3.9%	-10.2	3.9	-3.4%	-8.1%
O=C(O)CCS(=O)(=O)Cc1ccccc1F	i	6.6	0.7%	9.1%	-1.6	57	2.9%	-2.5%	29.6	7.5	-12.8%	-1.6%
CC(NC(=O)CNC(=S)N(Cc1cccs1)C1CCCC1)c1ccccc1 (centres undefined)	i	13.3	-3.2%	2.8%	2.8	64	0.2%	-5.8%	23.5	6.0	-4.6%	2.3%
CC(C)Nc1nc(-c2cccnc2)nc(-c2ccc(Cl)cc2)c1C#N	nt	nt	2.4%	4.2%	21.3	78	0.3%	3.5%	nt	nt	-2.0%	18.6%
O=C(c1cc(C2CC2)nn1-c1ccccc1)N1CCN(Cc2c(F)cccc2Cl)CC1	nt	nt	1.5%	nt	1.0	47	-0.3%[50 µM]	nt	nt	nt	-7.3%	nt
CC(C)OC(=O)c1nnn(-c2nonc2N)c1CSc1ccccn1	i	35.1	5.7%	15.1%	0.0	58	0.1%	-11.0%	8.8	-9.3	nt	-14.9%
CN(C)S(=O)(=O)c1cccc(NC(=O)COC(=O)COc2ccc(Br)cc2)c1	nt	nt	-1.1%	-7.0%	-0.3	54	0.2%	-3.8%	nt	nt	0.8%	11.2%
Cc1cccc(N(C(=O)c2snc(C(N)=O)c2N)C(C)C(=O)NCC2CCCO2)c1 (centres undefined)	i	-0.4	0.5%	2.5%	3.0	34	-0.6%	-3.3%	-7.0	8.4	-8.6%	3.0%
Cc1c(C(=O)N2CCN(C3CCS(=O)(=O)C3)CC2)oc2c(F)cccc12 (centres undefined)	nt	nt	1.8%	nt	-0.5	57	1.1%[50 µM]	nt	nt	nt	-3.7%	nt

Source: PubChem BioAssay
